Bioassay records from PubChem BioAssay.
GCN5L2 inh: inhibitors of human GCN5L2 histone acetyltransferase; GCN5L2 HAT assay, ThioGlo1 CoA-SH fluorescence; Potency, µM (highest dose often 58.9 µM), for inactives: top-dose activity change, negative = inhibition, hits mostly inhibitors; hit rate 0.21% among 390,000; AID 504327
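Enzyme at 20nM final was mixed with library compounds for 15 min at room temperature. Peptide H3(1-25) at 75uM, acetyl-CoA at 70uM and ThioGlo1 at 50uM were then added. Plates were read immediately and after 20 min (Ex340nm/Em540nm).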
DT40 TDP1 no CPT: qHTS for Inhibitors of human tyrosyl-DNA phosphodiesterase 1 (TDP1): qHTS in cells in absence of CPT; DT40 Tdp1-/- hTDP1 cells, no CPT, ATP luminescence, 48 h; Potency, µM (series often up to 46.2 µM), without a hit: top-dose activity change, negative = growth inhibition, actives largely listed as inhibitors; hit rate 15% among 420,000; note: nearly all actives have a fitted effect of over 55% in size
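No-CPT arm: Tdp1-/-;hTDP1 DT40 cells (400/well) plus compounds, incubated ≥48 hr at 37 °C. Readout CellTiter-Glo luminescence.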
TDP1 block: inhibitors of human tyrosyl-DNA phosphodiesterase TDP1; AID 485290; Potency, µM (titrated, usually from 130 µM), without a hit: at the highest dose activity change, negative = inhibition, hits mostly inhibitors; Q9NUW8; hit rate 0.28% among 350,000; recombinant TDP1, AlphaScreen DNA substrate cleavage; note: nearly all actives have a fitted effect of over 40% in size
Target sequence (Q9NUW8 whole entry, looked up): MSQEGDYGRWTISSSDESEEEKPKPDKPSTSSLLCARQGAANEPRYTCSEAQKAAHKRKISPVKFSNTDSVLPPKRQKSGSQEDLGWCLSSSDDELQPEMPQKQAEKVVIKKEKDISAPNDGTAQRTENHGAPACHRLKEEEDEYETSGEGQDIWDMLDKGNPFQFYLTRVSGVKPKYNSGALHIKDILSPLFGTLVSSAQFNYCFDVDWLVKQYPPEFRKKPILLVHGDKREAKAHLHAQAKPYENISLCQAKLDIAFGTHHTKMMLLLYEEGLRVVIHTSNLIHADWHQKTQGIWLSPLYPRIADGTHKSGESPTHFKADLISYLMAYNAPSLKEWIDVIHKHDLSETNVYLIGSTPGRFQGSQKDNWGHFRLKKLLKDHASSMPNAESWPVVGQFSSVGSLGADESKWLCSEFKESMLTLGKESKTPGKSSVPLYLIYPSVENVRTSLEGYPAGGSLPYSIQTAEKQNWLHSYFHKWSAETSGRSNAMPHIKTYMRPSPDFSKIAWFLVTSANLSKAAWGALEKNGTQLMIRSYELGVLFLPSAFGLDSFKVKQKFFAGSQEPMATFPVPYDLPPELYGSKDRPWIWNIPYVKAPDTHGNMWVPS
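Recombinant human Tdp1 (E. coli-expressed, 1 nM final) preincubated with compounds 15 min at room temperature, then 5'-biotin/3'-phosphotyrosine-FITC DNA substrate (15 nM final) added for 5 min. AlphaScreen beads (10 ug/ml final) added 10 min; cleavage lowers signal.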
* hit, by the source's call; ? = inconclusive; nt = no result given; & = joins results of further samples; [ ] = dose if it differs, or a comment. Calls come from the whole dose curve; as a rule, active = well fitted curve in the direction sought with a large enough effect; inconclusive = small, poorly fitted or top-dose-only effect, or another doubt; inactive = no such curve, though single readings can be large; an effect the other way counts as inactive or inconclusive. % is set by controls: 0 for no effect and ±100 for the full control effect; potency is the fitted concentration of half-maximal effect. This is a subset; rates above refer to the full screens.

no. | SMILES | GCN5L2 inh | DT40 TDP1 no CPT | TDP1 block
1 | O=C(COc1nsnc1N1CCOCC1)Nc1ccc([N+](=O)[O-])cc1 | 3% | 23µM* | 0%[0.0935 µM]
2 | O=C(Nc1cccc(Cl)c1)c1cnn2cccnc12 | -3% | -19% | 1%
3 | COc1cc(C(=O)OCCCN(C)C)cc(OC)c1OC | 8% | -15% | -3%
4 | COc1ccccc1N1CCN(C(=O)C2c3ccccc3Oc3ccccc32)CC1 | -15% | 2.9µM* | 6%
5 | COc1ccc([C@@H]2CC=C(C(=O)O)[C@H](c3ccc(F)cc3)N2S(=O)(=O)c2ccccc2C)cc1 | -12% | 4% | 2%
6 | FC(F)Oc1ccc(/C=N/NC(=S)Nc2cc(C(F)(F)F)ccc2Cl)cc1 | -1% | ? | 3%
7 | Cc1cccc(NC(=S)NCCc2ccccn2)c1 | 1% | -19% | -4%
8 | O=C1C=C(c2ccc(C(=O)O)cc2)C[C@@H](c2ccc(F)cc2)C1 | 0% | -10% | 3%
9 | Cc1cc(C)cc(NC(=O)CC2Oc3ccc(C)cc3NC2=O)c1 (centres undefined) | 17% | -5% | nt
10 | CC(=O)Nc1ccc(NC(=O)C(C)OC(=O)C2CCCC2)cc1 (centres undefined) | 2% | 2% | 3%
11 | COc1ccccc1NC(=O)N1CCC(NC(=O)C2CCCCC2)CC1 | -3% | -27% | 3%
12 | CCCCNS(=O)(=O)c1ccc(NC(=O)C2c3ccccc3Oc3ccccc32)cc1 | 35%[activator] | ? | 1%
13 | O=C(Cn1[nH]c(=O)c2ccccc2c1=O)OCC(=O)c1ccc(F)cc1 | -17% | -7% | 2%
14 | COc1ccc(OC)c2c1cc(C(=O)N[C@H](C(=O)N1CCC(C(=O)O)CC1)C(C)C)n2C | -16% | -5% | nt
15 | CN(C)c1ccc(C(=O)NCC(c2cccs2)N2CCOCC2)cc1 (centres undefined) | -2% | -19% | 3%
16 | COc1ccc([C@H]2CC(=O)C=C(C#CC(C)(C)C)C2)cc1 | -8% | ? | -5%
17 | COc1ccc(NC(=O)CNc2cc(S(=O)(=O)N3CCOCC3)ccc2NCC2CCCO2)cc1 (centres undefined) | -2% | ? | 8%
18 | CN1C(c2ccc(F)cc2)=CS/C1=C(\C#N)c1nnc2n1-c1ccccc1SC2 | -2% | -15% | 2%
19 | CCCSc1ncc(Cl)c(C(=O)Nc2ccc(S(=O)(=O)N(C)c3ccccc3)cc2)n1 | 1% | 21µM* | 7%
20 | O=S(=O)(Nc1ccc2nc(-c3ccc(Br)o3)[nH]c2c1)c1ccccc1 | -4% | nt | 3%

An excerpt from above in order of heavy-atom count, high to low:
no. | SMILES | GCN5L2 inh | DT40 TDP1 no CPT | TDP1 block
1 | O=C(COc1nsnc1N1CCOCC1)Nc1ccc([N+](=O)[O-])cc1 | 3% | 23µM* | 0%[0.0935 µM]
8 | O=C1C=C(c2ccc(C(=O)O)cc2)C[C@@H](c2ccc(F)cc2)C1 | 0% | -10% | 3%
2 | O=C(Nc1cccc(Cl)c1)c1cnn2cccnc12 | -3% | -19% | 1%

New compounds follow
no. | SMILES | GCN5L2 inh | DT40 TDP1 no CPT | TDP1 block
21 | CCOC(=O)CSc1nc2c(sc3ccc([N+](=O)[O-])cc32)c(=O)n1Cc1ccco1 | -6% | ? | 0%
22 | COc1ccccc1NC(=O)CSC1=Nc2ccccc2C2=NC(CC(=O)NCc3ccco3)C(=O)N12 (centres undefined) | 1% | ? | 8%
23 | CS(=O)(=O)N1CCC2(CCN(c3ccncc3)CC2)CC1 | -8% | -22% | nt
24 | COC(=O)c1ccc(C2c3c(oc4ccc(Cl)cc4c3=O)C(=O)N2CCN2CCOCC2)cc1 (centres undefined) | -18% | -19% | nt
25 | Brc1ccc(CNCC2CCCO2)cc1 (centres undefined) | -14% | -19% | nt
26 | COc1cccc(OCC(=O)NC2CCS(=O)(=O)C2)c1 (centres undefined) | -3% | -2% | -5%
27 | O=C(Nc1ccc2c(c1)C(=O)N(c1ccccc1)C2=O)C1CCCO1 (centres undefined) | 0% | 2% | 2%
28 | CC(=O)NC(CC(=O)NCC(c1ccco1)N(C)C)c1ccccc1 (centres undefined) | -3% | -6% | -4%
29 | CCOc1ccc(S(=O)(=O)NC(Cc2cnc[nH]2)C(=O)O)cc1 (centres undefined) | -1% | 2% | 0%
30 | Cc1ccc(C(=O)NC(=S)NCC(=O)c2ccccc2)cc1 | -1% | -28% | 0%
31 | CCN(C(=O)CSc1ccc2ccccc2c1)C1CCS(=O)(=O)C1 (centres undefined) | -2% | -16% | 0%
32 | CCn1nc(C)cc1C(=O)N1CCCC(N(C)CCc2ccc(OC)c(OC)c2)C1 (centres undefined) | 0% | -16% | 0%
33 | CC12CCC(C(=O)N3CCCCCC3)(OC1=O)C2(C)C (centres undefined) | -1% | -24% | 3%
34 | CC1CN(C(=O)N2CCCCC2)CCN1C(=O)N1CCCCC1 (centres undefined) | -5% | -2% | 0%
35 | COc1ccc(CNc2nc3c(-c4cccc(F)c4)nnn3c3ccccc23)cc1 | 1% | ? | 6%
36 | Cc1n[nH]c(C)c1S(=O)(=O)N1CCCC(C(=O)Nc2ccc3c(c2)OCCO3)C1 (centres undefined) | -1% | nt | 8%
37 | CC1CCCCN1C(=O)c1ccc(C(=O)c2ccccc2)cc1 (centres undefined) | -2% | 15µM* | -2%
38 | O=[N+]([O-])c1ccccc1CNC(Cc1ccccc1)c1ccccc1 (centres undefined) | -4%[0.501 µM] | -10% | 4%
39 | Cc1ccc(N(C(=O)c2csnn2)C(C(=O)NC2CCCCC2)c2cccnc2)c(C)c1 (centres undefined) | 0% | -15% | 8%
40 | Cc1cc(C)n2cnnc2n1 | 1% | 3% | 4%

Entries of single compounds, quoted from the list:
Profile of CC1CN(C(=O)N2CCCCC2)CCN1C(=O)N1CCCCC1 (centres undefined) → GCN5L2 inh: -5%; DT40 TDP1 no CPT: -2%; TDP1 block: 0%
Profile of Cc1cc(C)n2cnnc2n1 → GCN5L2 inh: 1%; DT40 TDP1 no CPT: 3%; TDP1 block: 4%

The main list resumes, starting 3 compounds before the break.
no. | SMILES | GCN5L2 inh | DT40 TDP1 no CPT | TDP1 block
38 | O=[N+]([O-])c1ccccc1CNC(Cc1ccccc1)c1ccccc1 (centres undefined) | -4%[0.501 µM] | -10% | 4%
39 | Cc1ccc(N(C(=O)c2csnn2)C(C(=O)NC2CCCCC2)c2cccnc2)c(C)c1 (centres undefined) | 0% | -15% | 8%
40 | Cc1cc(C)n2cnnc2n1 | 1% | 3% | 4%
41 | COc1ccc(NC(=O)COC(=O)CN2C(=O)C3CC=CCC3C2=O)c([N+](=O)[O-])c1 (centres undefined) | -5% | ? | 2%
42 | CC1Cc2ccccc2N1S(=O)(=O)c1cccc(C(=O)NCCCn2ccnc2)c1 (centres undefined) | 0% | ? | 0%
43 | COc1cc(NC(=O)C(=O)NNC(=O)C2CCCCC2)c(OC)cc1Cl | -1% | ? | -1%
44 | O=C(CN1C(=O)c2ccccc2C1=O)NCc1ccncc1 | 4% | 4% | 4%
45 | Nc1c(CC(=O)O)cccc1C(=O)c1ccc(Br)cc1 | -11% | 7% | 2%
46 | CN(C)C(=O)c1ccc(-c2nccc(NCc3ccccc3)n2)cc1 | ? | -28% | nt
47 | Cc1ccc(-n2ncc3c(=O)n(-c4ccc(C)c(C)c4)c(-c4ccco4)nc32)cc1 | -4% | 18µM* | 1%
48 | COC(=O)CCCC1=CC2=CC(=O)C(C)(OC(=O)C3CCCC3)C(=O)C2=CO1 (centres undefined) | -1% | -16% | -1%&0%
49 | CC1CCCCC1NC(=O)COC(=O)CN1C(=O)c2ccccc2C1=O (centres undefined) | 3% | 21% | 0%
50 | CC1CCCCN1C(=O)COc1ccc2ccc(=O)oc2c1 (centres undefined) | -16% | 1% | 0%
51 | Cc1cc(C)c(NC(=O)C2CCCN2C)c(C)c1 (centres undefined) | 69%[activator] | 8% | -1%
52 | COc1cc(NC(=O)CSc2ncccc2C(=O)OC(C)C)cc(OC)c1 | 0%&-8% | ? | 8%&6%
53 | COc1ccc(/C=C/C(=O)OCC(=O)Nc2ccc(N3CCOCC3)cc2)cc1 | 2% | -2% | -1%
54 | Cc1onc(-c2ccccc2)c1C(=O)NC1C(=O)N2C(C(=O)O)C(C)(C)S[C@@H]12 (some centres undefined) | 25% | -2% | -7%[56.1 µM]
55 | CCOc1ccc(NC(=O)C2CC(C)=C(C)CC2C(=O)O)cc1 (centres undefined) | -5% | -28% | 0%
56 | Cc1ccc(NC(=S)Nn2cnnc2)cc1 | 3% | ? | -5%
57 | Cn1c(=O)c2c(SCC(=O)N3CCOCC3)nc(C3CC3)nc2n(C)c1=O | 1% | -17% | 10%
58 | Cc1ccc(CNC(=O)C2CC(=O)N(c3ccc(OCC(=O)N4CCCC4)cc3)C2)cc1 (centres undefined) | -9% | -6% | 3%
59 | CCCN(CC(=O)Nc1ccccc1OC)C(=O)c1cccc(S(=O)(=O)Nc2ccc(OC)cc2)c1 | -2% | ? | 0%
60 | COc1cc(/C=N/NC(=S)Nc2cccc(S(=O)(=O)N(C)C)c2)ccc1O | -2% | 18µM* | 8%

Later entries:
no. | SMILES | GCN5L2 inh | DT40 TDP1 no CPT | TDP1 block
61 | Cc1cccc(-n2c(-c3csc(C)c3)n[nH]c2=S)c1 | -3% | ? | 7%
62 | O=C(Nc1cc(F)cc(F)c1)c1ccc(NCCc2ccccc2)c([N+](=O)[O-])c1 | 1% | 0% | -1%
63 | Cc1nc(CC(=O)Nc2cccc(C)c2C)cs1 | -6% | -22% | 2%
64 | CCOC(=O)CSc1nncc2ccc(OC)c(OC)c12 | -1% | -15% | -1%
65 | COc1ccc(CCNC(=O)c2cc3c(=O)n4ccccc4nc3n(CCCN3CCOCC3)c2=N)cc1OC | -6% | 3% | 1%
66 | N#CCn1c2ccccc2c2nc3ccccc3nc21 | -2% | ? | 5%
67 | CC(C)COC(=O)C(C)Nc1n[nH]c(=S)[nH]c1=O (centres undefined) | -1% | -6% | 0%
68 | Cc1onc(-c2ccccc2Cl)c1C(=O)N1CCN(C)CC1 | 0% | -3% | -10%
69 | Cc1cccc(C(=O)Nc2cccc(C(=O)OCc3cc(=O)n4ccsc4n3)c2)c1 | 5% | -17% | 4%
70 | Cc1ccc(SCC(=O)NNC(=O)c2cncc(Br)c2)cc1 | 1% | -4% | 0%
71 | CCC(C)Sc1nc2ccccc2c(=O)[nH]1 (centres undefined) | -2% | ? | 2%
72 | COc1ccc(OCCC(=O)Nc2cc3c(cc2C(=O)O)OCCCO3)cc1 | -12% | 1% | 1%
73 | CCOC(=O)CC1C(=O)NCCN1Cc1cccs1 (centres undefined) | -7% | 16% | 5%
74 | Cc1ccc(/C=C/C(=O)OCC(=O)NC(C)c2ccccc2)o1 (centres undefined) | -9% | 8% | -20%
75 | Cc1ccc(C2CC(c3cccs3)=NN2C(=O)c2ccco2)o1 (centres undefined) | 2% | ? | 8%
76 | O=C(O)C1CCCN(S(=O)(=O)c2cccs2)C1 (centres undefined) | -6% | -1% | 2%
77 | CCN1C(=O)[C@@H]2[C@@H](c3ccc(-c4ccc(Cl)c(Cl)c4)cc3)N3CCCC[C@@]3(C(=O)OC)[C@@H]2C1=O | -6% | 16µM* | -1%
78 | O=C(NC1CCC(O)CC1)c1cc(-c2ccc(Cl)cc2)nc2ccccc12 (centres undefined) | -5% | ? | 0%
79 | COc1ccccc1N=C1SC(C(=O)Nc2ccc(F)cc2)CC(=O)N1C (centres undefined) | -3% | -22% | -2%
80 | O=C(Nc1ccccn1)c1cccc(S(=O)(=O)N2CCCC2)c1 | -9% | 0% | 4%

(cont.)
no. | SMILES | GCN5L2 inh | DT40 TDP1 no CPT | TDP1 block
81 | COC(=O)c1ccc(CSc2nc3sc4c(c3c(=O)n2C)CCCC4)o1 | -4% | ? | 2%
82 | CCN(c1ccccc1)S(=O)(=O)c1ccc(Cl)c(NC(=O)Nc2ccc(Cl)cc2C#N)c1 | -8% | 16µM* | 7%
83 | CC1CCCCN1C(=O)c1cc(S(=O)(=O)N2CCOCC2)ccc1Cl (centres undefined) | 2% | -4% | 0%
84 | Cc1ccc(S(=O)(=O)NCCC(=O)N2CCCC(C)C2)cc1 (centres undefined) | 1% | -44% | 2%[0.505 µM]
85 | O=C(Nc1ccccc1)N1CCC2(CC1)CCN(C(=O)c1ccncc1)CC2 | 6% | -3% | nt
86 | O=C(O)c1ccc(CN2C(=O)CSC2=S)cc1 | 3% | 18µM* | ?
87 | COC(=O)c1ccc(Cl)cc1NC(=O)Nc1nnc(N(C)Cc2ccccc2)s1 | 3% | -22% | -3%
88 | O=C(c1cccs1)N1CCC(c2nc3c(nnn3Cc3c(Cl)cccc3Cl)c(=O)[nH]2)CC1 | -5% | ? | nt
